GBA activity up: increases beta-glucosidase activity in Gaucher fibroblasts; P04062; L444P Gaucher fibroblasts, 4-MU-glucoside fluorescence, 3 days; activation, % at 10 µM; hit rate 0.44% among 30,000; AID 784; in the data active = activation above about 65%;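 note: 0% = vehicle wells and 100% = positive control wells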
Target sequence (P04062 whole entry L483P): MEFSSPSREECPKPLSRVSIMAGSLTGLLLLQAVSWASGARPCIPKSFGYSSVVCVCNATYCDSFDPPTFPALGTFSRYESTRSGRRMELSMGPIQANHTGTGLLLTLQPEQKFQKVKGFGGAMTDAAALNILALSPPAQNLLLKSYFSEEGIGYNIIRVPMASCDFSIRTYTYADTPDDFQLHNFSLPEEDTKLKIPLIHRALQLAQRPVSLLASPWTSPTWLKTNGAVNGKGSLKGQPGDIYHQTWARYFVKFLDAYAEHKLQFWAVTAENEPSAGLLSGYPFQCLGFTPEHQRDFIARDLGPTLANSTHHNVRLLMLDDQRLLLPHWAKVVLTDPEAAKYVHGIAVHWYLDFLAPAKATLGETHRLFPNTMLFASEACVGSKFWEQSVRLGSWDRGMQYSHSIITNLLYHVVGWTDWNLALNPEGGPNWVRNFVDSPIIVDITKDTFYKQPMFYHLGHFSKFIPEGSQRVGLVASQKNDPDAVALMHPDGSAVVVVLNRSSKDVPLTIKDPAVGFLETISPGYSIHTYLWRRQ
* marks the source's active call; other numbers are inactive results. Not all compounds are listed. The share of hits here may be higher or lower than overall.

Nc1cc(CN2C(=O)c3ccccc3C2=O)cc(Cl)c1O was read as GBA activity up 27.
For O=C(Cn1[nH]c(=O)c2ccccc2c1=O)OCC(=O)N1CCCc2ccccc21 the results were GBA activity up -7.
Screening CN1CCN(C2=NC3(CCCC3)C(C#N)C(=O)N2)CC1 (stereo unspecified) returned GBA activity up 7.
`CCOC(=O)C1=C(C)NC(C)=C(C(=O)OCC)C1C(=O)OCC(=O)N1CCc2ccccc2C1` gave GBA activity up -19.
Screening Cc1ccc(-n2c(SCC(=O)OC(C)C)nnc2-c2ccco2)cc1 returned GBA activity up -14.
`CCOC(=O)C1CCN(C(=O)COc2ccc(S(=O)(=O)NC(C)C)cc2)CC1` gave GBA activity up -1.
Screening C=CCC(CC=C)(C(=O)O)c1ccccc1 returned GBA activity up 7.
Screening O=C(NCC(c1cccnc1)N1CCN(c2ccccc2)CC1)OCc1ccccc1 (stereo unspecified) returned GBA activity up -15.
`Cc1cc(N/C(=N\S(=O)(=O)c2ccc(Cl)cc2)c2ccc(F)cc2)no1` gave GBA activity up 2.
Cc1cc(C(=O)N2CCN(S(C)(=O)=O)CC2)sc1-c1ccccc1 was read as GBA activity up -11.
`Cc1ccc(S(=O)(=O)N(CC(=O)NCc2ccncc2)C2CCCCC2)cc1` gave GBA activity up 1.
Nc1c(NCc2ccccc2)c2ccccc2oc1=O was read as GBA activity up -1.
For CCSc1ccc2nnc(-c3ccc(F)cc3)n2n1 the results were GBA activity up -5.
Screening O=C(Nc1ccc2c(c1)nc1n2CCOC1)c1ccccc1 returned GBA activity up -20.
O=C1NCC(COCc2ccco2)O1 (stereo unspecified) was read as GBA activity up 13.
For O=C(Nc1ccc2c(c1)OCO2)c1cccc(S(=O)(=O)N2CCCC2)c1 the results were GBA activity up -6.
`O=C(O)CSc1nnc(-c2ccc(S(=O)(=O)N3CCCC3)cc2)n1Cc1ccco1` gave GBA activity up -8.
For O=C(CC1SC(=NC2CCCCC2)NC1=O)Nc1ccccc1 (stereo unspecified) the results were GBA activity up -7.
CCOCCn1c(COc2ccccc2)nc2ccccc21 was read as GBA activity up 2.
`Cc1ccc(C)n1NC(=O)c1cccs1` gave GBA activity up 3.
COc1cc(C)c(C)cc1S(=O)(=O)N1CCN(Cc2ccccc2)CC1 was read as GBA activity up 3.
For CC(=O)Nc1c2c(nn1-c1ccc(C)cc1C)CSC2 the results were GBA activity up 5.
`CCOC(=O)CNC(=O)C(Cc1ccccc1)NS(=O)(=O)c1ccc2c(c1)CCC(=O)N2` (stereo unspecified) gave GBA activity up -20.
CC(C)C(C(=O)NCc1ccco1)N(C(=O)CNS(=O)(=O)c1ccccc1)C1CCCC1 (stereo unspecified) was read as GBA activity up 2.
`Cc1sc2nc3c(C(=O)N4CCN(c5ncccn5)CC4)cccn3c(=O)c2c1C` gave GBA activity up -59.
For Cc1c(C(=O)N2CCCCCC2)oc2ccccc12 the results were GBA activity up -53.
Screening O=C1CN(C(=O)c2ccccc2)c2ccccc2N1 returned GBA activity up -2.
For CCOC(=O)N1CCC(Nc2ncnc3c2cnn3-c2ccc(Cl)cc2)CC1 the results were GBA activity up -4.
Screening COc1ccccc1N(CC(=O)NCc1ccccc1)S(C)(=O)=O returned GBA activity up -12.
For NC(=O)C1(N2CCCCC2)CCN(C(=O)CSc2nc3ccccc3o2)CC1 the results were GBA activity up -8.
For CCOC(=O)N1CCC(Nc2nc3ccccc3n3nnnc23)CC1 the results were GBA activity up 7.
COc1cc(OC)cc(C(=O)N2c3ccc(F)cc3CCC2C)c1 (stereo unspecified) was read as GBA activity up -5.
Screening COc1ccc(CNC(=O)Cc2nn(C)c(=O)c3ccccc23)cc1 returned GBA activity up -42.
Screening COC(=O)C1=C(C)N(C)C(=O)NC1c1ccc(C)cc1 (stereo unspecified) returned GBA activity up 3.
Screening O=C(CCSc1nnc2scc(-c3ccccc3)n12)NCc1ccc2c(c1)OCO2 returned GBA activity up -17.
CCC(=O)Nc1ccc(C(=O)Nc2ccc3c(c2)OCO3)cc1 was read as GBA activity up 6.
`Cc1ccc(C(CC(=O)c2ccco2)SCCO)cc1` (stereo unspecified) gave GBA activity up -14.
`CNC(=O)COC(=O)c1cc(F)c(F)cc1Cl` gave GBA activity up 2.
For CN(C)/C=N/c1sccc1C(N)=O the results were GBA activity up -6.
Screening COc1ccc(-c2nn(C)c(=O)c3ccccc23)cc1CNS(C)(=O)=O returned GBA activity up -3.
Screening CCOC(=O)c1nc(C)[nH]c1C(=O)OCC returned GBA activity up -16.
`O=C(Nc1ccc(-n2cnnn2)cc1)C1CCCN1C(=O)NC1CCCCC1` (stereo unspecified) gave GBA activity up -15.
`Cn1c(=O)c2c(ncn2CC(=O)Nc2ccc(Cl)cc2Cl)n(C)c1=O` gave GBA activity up -11.
`CCOC(=O)CSc1nc2c(c(=O)n(C)c(=O)n2C)n1CCCc1ccccc1` gave GBA activity up -13.
`COCCOC(=O)C1=C(C)NC2=C(C(=O)CC(C)(C)C2)C1c1ccc2c(c1)OCO2` (stereo unspecified) gave GBA activity up -4.
Screening COc1cc(CN2CCN(c3cccc(Cl)c3)CC2)cc(OC)c1OC returned GBA activity up -21.
Screening Cc1nc(SCc2cccc(F)c2)[nH]c(=O)c1C#N returned GBA activity up 3.
Screening CCCc1nc(SCC(=O)Nc2ccccc2OC)c2c(=O)n(C)c(=O)n(C)c2n1 returned GBA activity up -10.
`O=C(CSc1nnnn1-c1ccc2c(c1)OCCO2)OC1CCCCC1` gave GBA activity up -5.
OCCN(Cc1ccccc1)Cc1ccccc1F was read as GBA activity up -1.
`COc1ccc(OC(C)C(=O)Nc2cccc(OC)c2)cc1` (stereo unspecified) gave GBA activity up -5.
Screening CC(C)n1c(N2CCN(C(=O)NCc3ccccc3)CC2)nc2ccccc21 returned GBA activity up -7.
`CCOC(=O)CSc1nnc(-c2ccccc2OC)o1` gave GBA activity up -6.
Cc1nc2[nH]onc2c2nccc(=O)c12 was read as GBA activity up -42.
For CCOC(=O)C(C)Oc1cccc2c(=O)n(CC(=O)Nc3ccc4c(c3)OCCO4)ccc12 (stereo unspecified) the results were GBA activity up -20.
`NC1=NC(c2ccc(F)cc2)n2c(nc3ccccc32)N1` (stereo unspecified) gave GBA activity up -12.
`COc1ccc(C2CC(=O)C3=C(C2)Nc2ncnn2C3c2ccccc2C)c(OC)c1` (stereo unspecified) gave GBA activity up -24.
CC(=O)N=C1SC2CS(=O)(=O)CC2N1c1ccccc1Cl (stereo unspecified) was read as GBA activity up 17.
For CCS(=O)(=O)N1CCC(C(=O)NCc2ccc(F)cc2Cl)CC1 the results were GBA activity up -3.
`Cc1cccc2cc(CN(CC3CCCO3)C(=O)c3cccnc3)c3nnnn3c12` (stereo unspecified) gave GBA activity up -16.
For CC(C)(C)n1nnnc1C(c1ccc(C#N)cc1)N1CCCC2(CCCCC2)C1 (stereo unspecified) the results were GBA activity up 6.
For COc1cc2c(cc1OC)-c1cc(NCc3ccccn3)nc(=O)n1CC2 the results were GBA activity up -56.
For O=S(=O)(c1ccc2nc(Cc3ccccc3)[nH]c2c1)N1CCOCC1 the results were GBA activity up -3.
`CC(=O)c1sc(Nc2ccccn2)nc1C` gave GBA activity up 7.
`Cc1ccc(S(=O)(=O)c2nc(-c3ccccc3)oc2NCCN2CCOCC2)cc1` gave GBA activity up -14.
`COc1ccc(C2C(C(=O)O)c3ccccc3C(=O)N2C)cc1Br` (stereo unspecified) gave GBA activity up -3.
Screening COc1ccc(-n2c(N)c(C(=O)NCC3CCCO3)sc2=S)cc1 (stereo unspecified) returned GBA activity up -20.
Cc1cc(-n2c(C)cc(C(=O)CSc3ccc4c(c3)OCCO4)c2C)no1 was read as GBA activity up -2.
Cc1cc(C)nc(N2CCCC(C(=O)Nc3nnc(C)s3)C2)n1 (stereo unspecified) was read as GBA activity up -36.
For COc1cc2[nH]c3c(=O)n(CCN4CCCCC4)cnc3c2cc1OC the results were GBA activity up -4.
For Cc1ccc(S(=O)(=O)N(CC(=O)O)Cc2ccccc2)cc1 the results were GBA activity up -38.
Cc1c(C(=O)Nc2ccc(C(=O)O)cc2)cnn1C was read as GBA activity up -7.
For Cc1nnc(SCC(=O)N2CCN(Cc3ccccc3)CC2)s1 the results were GBA activity up -27.
For CC(=O)Nc1c(C(=O)c2ccc(F)cc2)oc2ccccc12 the results were GBA activity up -46.
For O=C(Nc1ccccc1)N(Cc1cccnc1)Cc1ccco1 the results were GBA activity up -14.
Screening S=C(NCC1CCCO1)n1nnc2ccccc21 (stereo unspecified) returned GBA activity up -33.
For COc1cc(CCC(=O)OCc2nnc(-c3ccccc3)o2)cc(OC)c1OC the results were GBA activity up -9.
COC(=O)CN1C(=O)C2(C(C#N)=C(N)Oc3c2c(C)nn3-c2ccccc2)c2ccccc21 (stereo unspecified) was read as GBA activity up -8.
Cc1nn(C)c(C)c1S(=O)(=O)N1CCCC(C(=O)N2CCN(c3ccc(Cl)cc3)CC2)C1 (stereo unspecified) was read as GBA activity up -14.
`C/C(=N\O)C(C)(C)NC(=O)Nc1ccc(Cl)cc1` gave GBA activity up 0.
`CCc1nnc(NS(=O)(=O)c2ccc(NS(=O)(=O)c3ccccc3)cc2)s1` gave GBA activity up -9.
Screening c1ccc(-c2oc3ncnc(NCCN4CCOCC4)c3c2-c2ccccc2)cc1 returned GBA activity up -6.
Screening COc1ccccc1-n1nnnc1SCC(=O)NC1CCCC1 returned GBA activity up -7.
`CCC1Oc2ccccc2N(CC(=O)NCCN2CCc3ccccc3C2)C1=O` (stereo unspecified) gave GBA activity up -13.
For CCCCOc1nc(N)nc(-c2ccccc2)n1 the results were GBA activity up -14.
`COc1ccc(NC(=O)CSc2c(C)nn(-c3nnc(C)c(=O)[nH]3)c2C)cc1` gave GBA activity up 3.
For COc1ccc(Cl)cc1NC(=O)CN1CCC(n2nnc3ccccc32)CC1 the results were GBA activity up 3.
Screening Cc1nc2nc(-c3ccco3)nn2c(C)c1Cl returned GBA activity up -61.
For CC(C)=C(C#N)c1nc2ccccc2s1 the results were GBA activity up -12.
Cc1cnc(C(=O)Nc2cccc(-c3nnc4n3CCCCC4)c2)cn1 was read as GBA activity up -16.
`C=CCn1c(Sc2nncn2C)nc2c1c(=O)[nH]c(=O)n2C` gave GBA activity up -14.
`CCOC(=O)c1cc(NC(=O)CSCCO)ccc1Cl` gave GBA activity up -4.
CC(C)CNS(=O)(=O)c1ccc(OCC(=O)Nc2ccc3c(c2)OCO3)c(Cl)c1 was read as GBA activity up -6.
For Cc1ccc2oc(=O)n(Cc3ccccc3OC(C)C)c2c1 the results were GBA activity up -15.
`COc1ccc(Cl)cc1NS(=O)(=O)c1ccc(S(=O)(=O)N2CCCC2)cc1` gave GBA activity up 2.
`COc1ccccc1NC(=O)c1cc(C(=O)O)ccc1C(=O)O` gave GBA activity up -49.
For NC(=O)CSC1=Nc2ccccc2C2=NC(CC(=O)NCc3cccs3)C(=O)N12 (stereo unspecified) the results were GBA activity up -7.
For Cc1cc(N2CCN(S(=O)(=O)Cc3ccccc3)CC2)n2ncnc2n1 the results were GBA activity up -6.
`COC(=O)c1ccc(Sc2ccc(C)cc2)c(N)c1` gave GBA activity up 19.
For COc1ccccc1-n1nnnc1SCC(=O)Nc1cc(C)on1 the results were GBA activity up -4.
`CN(CC(=O)N1CCN(c2ccccn2)CC1)S(=O)(=O)c1ccccc1` gave GBA activity up 0.
For COc1ccc(OC)c2[nH]c(=O)c(CCNC(=O)c3ccc(S(=O)(=O)N4CCCCC4)cc3)cc12 the results were GBA activity up -47.
`CCN(CC)S(=O)(=O)c1cccc(C(=O)NC2CCCCC2)c1` gave GBA activity up -3.
Screening COc1ccc(S(=O)(=O)N2CCc3ccccc32)cc1C(=O)OCc1c(C)noc1C returned GBA activity up -8.
Screening CC(C)Cn1cc(C(=O)NCc2cccs2)c2c3ccccc3n(C)c2c1=O returned GBA activity up -15.
For Cc1noc(C)c1CSCC(=O)OCC(=O)N1CC(=O)Nc2ccccc21 the results were GBA activity up -3.
For c1ccc(-n2nnnc2-n2nnc3ccccc32)cc1 the results were GBA activity up -27.
`O=C(Nc1cccc(NC(=O)c2cccnc2)c1)c1cccnc1` gave GBA activity up -11.

Sorted by length of the SMILES (highest first): 18 of the compounds above
`CCOC(=O)C1=C(C)NC(C)=C(C(=O)OCC)C1C(=O)OCC(=O)N1CCc2ccccc2C1` gave GBA activity up -19.
`Cc1sc2nc3c(C(=O)N4CCN(c5ncccn5)CC4)cccn3c(=O)c2c1C` gave GBA activity up -59.
Screening O=C(CCSc1nnc2scc(-c3ccccc3)n12)NCc1ccc2c(c1)OCO2 returned GBA activity up -17.
`Cc1ccc(S(=O)(=O)N(CC(=O)NCc2ccncc2)C2CCCCC2)cc1` gave GBA activity up 1.
Screening c1ccc(-c2oc3ncnc(NCCN4CCOCC4)c3c2-c2ccccc2)cc1 returned GBA activity up -6.
Screening CC(C)n1c(N2CCN(C(=O)NCc3ccccc3)CC2)nc2ccccc21 returned GBA activity up -7.
Cc1cc(C(=O)N2CCN(S(C)(=O)=O)CC2)sc1-c1ccccc1 was read as GBA activity up -11.
Screening Cc1ccc(-n2c(SCC(=O)OC(C)C)nnc2-c2ccco2)cc1 returned GBA activity up -14.
`COc1ccc(C2C(C(=O)O)c3ccccc3C(=O)N2C)cc1Br` (stereo unspecified) gave GBA activity up -3.
Cc1cc(C)nc(N2CCCC(C(=O)Nc3nnc(C)s3)C2)n1 (stereo unspecified) was read as GBA activity up -36.
`O=C(Nc1cccc(NC(=O)c2cccnc2)c1)c1cccnc1` gave GBA activity up -11.
Screening CN1CCN(C2=NC3(CCCC3)C(C#N)C(=O)N2)CC1 (stereo unspecified) returned GBA activity up 7.
For Cc1ccc2oc(=O)n(Cc3ccccc3OC(C)C)c2c1 the results were GBA activity up -15.
Screening Cc1nc(SCc2cccc(F)c2)[nH]c(=O)c1C#N returned GBA activity up 3.
For c1ccc(-n2nnnc2-n2nnc3ccccc32)cc1 the results were GBA activity up -27.
CCOCCn1c(COc2ccccc2)nc2ccccc21 was read as GBA activity up 2.
Screening C=CCC(CC=C)(C(=O)O)c1ccccc1 returned GBA activity up 7.
OCCN(Cc1ccccc1)Cc1ccccc1F was read as GBA activity up -1.

Bioassay records from PubChem BioAssay.
